Source: PubChem BioAssay
All columns: NCI-60 one-dose screen, growth in % after 48 h at 10 µM unless noted; 100 = growth as untreated, 0 = no growth, -100 = all killed.
UACC-257 – UACC-257 melanoma; 78,000 compounds, 4.4% hits; AID 1794764
T-47D – T-47D breast cancer | 79,000 compounds, 5% hits
MALME-3M – MALME-3M melanoma; 78,000 compounds, 5.8% hits; AID 1794766
LOX IMVI – LOX IMVI melanoma. 79,000 compounds, 7.4% hits. AID 1794757
SK-MEL-28 – SK-MEL-28 melanoma; AID 1794761; 81,000 compounds, 4.1% hits
SK-MEL-5 – SK-MEL-5 melanoma | AID 1794755 | 80,000 compounds, 6.4% hits
SK-MEL-2 – SK-MEL-2 melanoma; 77,000 compounds, 4.7% hits; AID 1794763
HS 578T – HS 578T breast cancer | 78,000 compounds, 4.1% hits | AID 1794788
Numbers without * were called inactive; / = no result given; & = joins results of further samples. How the source made its calls: active means growth percent below 10; inactive means the rest.

entry	compound	SK-MEL-28	MALME-3M	SK-MEL-2	LOX IMVI	T-47D	HS 578T	SK-MEL-5	UACC-257
1	O=c1c2c(Nc3ccccc3)[nH]nc2[nH]c(=S)n1-c1ccccc1	104	109	120	/	105	107	101	109
2	C/C(Cc1ccc(Cl)cc1)=C(\c1ccc(OCCCN(C)C)cc1)c1ccc(OC(=O)C2CCCCC2)cc1	105	120	103	95	65	102	103	92
3	CCOC(=O)/C(C#N)=C/c1ccccc1OC	106	/	118	103	102	94	97	95
4	CCOC(=O)c1c(C)nc2c(c1N)/C(=C/c1ccc[nH]1)C(=O)N2Cc1ccc(C(F)(F)F)cc1	90	62	76	57	25	38	82	78
5	COC1C(/C=C/C(C)=O)OC2OC(C)(C)OC21 (stereo not given)	110	91	112	97	88	117	98	77
6	COc1ccc2c(c1)C(Sc1ccc(SC)cc1)c1c(nc(N)c(C#N)c1N)O2 (stereo not given)	112	91	101	17	91	88	93	114
7	CC(=O)NC(CCc1ccc(Cl)c(Cl)c1)c1cccc(O)c(=O)c1 (stereo not given)	20	-18*	18	-2.7*	18	54	-32*	-11*
8	CCOC(=O)CC1CSC(N/N=C/c2ccc(N(C)C)cc2)=N1 (stereo not given)	116	97	97	96	93	110	98	94
9	CC(=Nc1ccc(N(C)C)cc1)c1ccccc1	65	85	78	60	40	74	55	59
10	O=C(Nc1ccc(Cl)cc1)c1cc2c(cc1O)[nH]c1ccccc12	39	23	22	30	-1.9*	52	0.3*	-21*
11	Cc1nc2sc(C(=O)Nc3cccc4ccccc34)c(N)c2cc1C(C)O (stereo not given)	67	85	37	27	49	32	8.9*	64
12	N#Cc1cc(-c2ccnc(Nc3ccc(N4CCN(C5COC5)CC4)cc3)n2)ccc1N1CCCC1	77	104	84	40	91	22	62	74
13	N#C/C(=C1C=C/C(=N/O)C(Cl)=C/1)c1ccc(Cl)cc1	101	112	95	7.7*	/	88	93	76
14	O=C(c1cccc(F)c1)n1ccc2cc(NC(=S)Nc3cccnc3)ccc21	106	93	102	99	94	94	100	97
15	CCOc1ccccc1NC(=O)c1ccccc1	105	104	98	109	108	96	100	87
16	Cc1ccc(C(=O)OC(C)C)cc1	108	114	126	100	102	108	108	/
17	C=C(C)C(c1ccccc1)c1[nH]c(C)c(C(=O)OC)c1C(=O)OC (stereo not given)	134	93	108	100	94	105	108	102
18	O=C1/C(=C/C=C/c2ccccc2)SC(=Nc2ccccc2)N1Cc1nc2ccccc2[nH]1	107	103	99	89	87	95	99	/
19	CC(O)C(NC(=O)OCc1ccccc1)C(=O)NCC(=O)NCC(=O)OCc1ccccc1 (stereo not given)	110	104	108	97	102	129	102	/
20	C1CCc2nnnn2CC1	118&103&119	98&108&99	115&110	105&97&106	115&99&43	114&115&109	118&106&112	110&100
21	COc1ccc(OC)c(-c2[nH]c(=S)nc3c2c(N)nn3-c2ccccc2)c1	100	92	101	/	91	107	100	105
22	Cc1c(C(=O)/C=C/c2ccc(N(C)C)cc2)nnn1-c1ccc(F)cc1	104	103	97	92	90	105	100	105
23	COc1ccccc1P(c1ccccc1OC)c1ccccc1OC	117	104	99	85	88	133	89	78
24	Cc1cc(Nc2nc(O)c(/C=C3\C=Nc4ccccc43)s2)no1	111	102	110	105	89	107	102	111
25	COc1ccc(-c2cnnn2-c2nonc2N)cc1	107	117	110	/	103	113	99	105
26	COC(=O)c1cc(-c2ccc(F)cc2)[nH]c(=O)c1C#N	110	97	123	105	/	90	100	102
27	CN(C)c1ccc(/C=C/C(=O)c2cccc(Nc3nc(Nc4ccccc4)nc(Nc4ccccc4)n3)c2)cc1	75	88	62	89	81	79	70	110
28	O=C(Nc1ncc(Cc2ccc(C(F)(F)F)cc2)s1)c1ccc(-c2cccc([N+](=O)[O-])c2)o1	101	111	/	90	77	104	85	91
29	O=C(c1ccccn1)N1CCN(C(=O)c2ccccn2)CC1	115	108	102	107	108	106	108	103
30	CCN(CC)c1ccc2c(C)cc(=O)oc2c1	113	102	130	93	91	115	100	100
31	CCCCCSB(SCCCCC)c1ccccc1	110	101	102	97	94	109	105	94
32	C=C[C@]1(C)C=C2CC[C@@H]3[C@](C)(CCC[C@@]3(C)C(=O)O)[C@H]2CC1	106	114	100	93	91	113	103	137
33	COc1ccc(/C(C)=C(\c2ccc(OCCN3CCCCCC3)cc2)c2ccc(OC(=O)Cc3ccccc3)cc2)cc1	104	95	88	99	73	88	94	104
34	CCOC(=O)c1cccc(NC2=CC(=O)C(C)=C(C)C2=O)c1	99	103	102	98	91	98	101	99
35	O=C1NC(=O)c2c1c1c3ccccc3ccc1c1[nH]c3ccc(Br)cc3c21	44	-11*	35	23	4.7*	78	-83*	52
36	COc1ccc(OC)c(C2C3=C(CC(C)(C)CC3=O)N(c3ccc(Cl)c(Cl)c3)C3=C2C(=O)CC(C)(C)C3)c1	104	121	112	101	97	115	104	103
37	CNS(=O)(=O)c1cc(Br)ccc1Br	100	107	101	93	97	108	99	98
38	CC(C(=O)O)N1C(/N=C/c2ccc(Cl)cc2)=NNC1(C)c1ccccc1O (stereo not given)	108	80	95	101	67	79	98	97
39	O=C1Nc2c(Br)cc(Br)cc2C12NCCc1cc(O)ccc12 (stereo not given)	99	91	99	87	78	83	93	94
40	N=C(N)SCc1nc2cc(Cl)ccc2s1	111	99	103	89	79	105	99	94
41	CC1=C(C(=O)OCc2ccccc2)C(c2ccc(N(C)C)cc2)n2c(nc3ccccc32)N1 (stereo not given)	80	76	97	76	85	62	72	86
42	NC(=O)CCCN1C/C(=C\c2ccccc2)C(=O)c2ccccc21	96	105	90	104	83	100	104	88
43	CC1Cc2cc(Br)ccc2-n2cccc21 (stereo not given)	112	107	148	102	102	/	108	91
44	COc1cccc(/C=C/C(C)=O)c1OC	106	115	100	84	103	119	110	98
45	CC(=O)C1/C(=N/O)CON(Cc2ccccc2)C1c1ccccc1 (stereo not given)	108	97	106	97	95	98	102	101
46	Cc1cccc(N=C2NC(=O)CS2)c1C	108	113	112	98	100	104	101	95
47	O=C(Nc1ccccc1C1=NCCN1)Nc1ccccc1C1=NCCN1	109	95	104	100	100	100	99	101
48	O=C(NNc1ccccc1)OCCCl	108	114	138	75	87	107	111	91
49	N#Cc1c(-c2ccc(Br)cc2)cc(-c2c[nH]c3ccccc23)nc1N	59	74	40	29	30	59	59	94
50	COC(=O)c1occc1C	121	96	97	99	101	110	100	97

15 entries out of the list, arranged by heavy-atom count, low to high:
entry	compound	SK-MEL-28	MALME-3M	SK-MEL-2	LOX IMVI	T-47D	HS 578T	SK-MEL-5	UACC-257
50	COC(=O)c1occc1C	121	96	97	99	101	110	100	97
37	CNS(=O)(=O)c1cc(Br)ccc1Br	100	107	101	93	97	108	99	98
48	O=C(NNc1ccccc1)OCCCl	108	114	138	75	87	107	111	91
44	COc1cccc(/C=C/C(C)=O)c1OC	106	115	100	84	103	119	110	98
30	CCN(CC)c1ccc2c(C)cc(=O)oc2c1	113	102	130	93	91	115	100	100
31	CCCCCSB(SCCCCC)c1ccccc1	110	101	102	97	94	109	105	94
26	COC(=O)c1cc(-c2ccc(F)cc2)[nH]c(=O)c1C#N	110	97	123	105	/	90	100	102
34	CCOC(=O)c1cccc(NC2=CC(=O)C(C)=C(C)C2=O)c1	99	103	102	98	91	98	101	99
45	CC(=O)C1/C(=N/O)CON(Cc2ccccc2)C1c1ccccc1 (stereo not given)	108	97	106	97	95	98	102	101
47	O=C(Nc1ccccc1C1=NCCN1)Nc1ccccc1C1=NCCN1	109	95	104	100	100	100	99	101
38	CC(C(=O)O)N1C(/N=C/c2ccc(Cl)cc2)=NNC1(C)c1ccccc1O (stereo not given)	108	80	95	101	67	79	98	97
41	CC1=C(C(=O)OCc2ccccc2)C(c2ccc(N(C)C)cc2)n2c(nc3ccccc32)N1 (stereo not given)	80	76	97	76	85	62	72	86
36	COc1ccc(OC)c(C2C3=C(CC(C)(C)CC3=O)N(c3ccc(Cl)c(Cl)c3)C3=C2C(=O)CC(C)(C)C3)c1	104	121	112	101	97	115	104	103
27	CN(C)c1ccc(/C=C/C(=O)c2cccc(Nc3nc(Nc4ccccc4)nc(Nc4ccccc4)n3)c2)cc1	75	88	62	89	81	79	70	110
33	COc1ccc(/C(C)=C(\c2ccc(OCCN3CCCCCC3)cc2)c2ccc(OC(=O)Cc3ccccc3)cc2)cc1	104	95	88	99	73	88	94	104

(next part)
entry	compound	SK-MEL-28	MALME-3M	SK-MEL-2	LOX IMVI	T-47D	HS 578T	SK-MEL-5	UACC-257
51	O=C(CSc1nc2ccccc2c(=O)n1-c1ccccc1)Nc1ccc(S(=O)(=O)NC(=O)Nc2ccccc2)cc1	102	99	106	103	95	89	99	99
52	C(=C\c1cn(-c2ccccc2)nc1-c1ccccc1)/c1nnc(-c2c[nH]c3ccccc23)o1	53	7.8*	86	48	56	45	59	107
53	CC(=O)OC(C)CN(CC(C)OC(C)=O)C(=O)C(C)OC(C)=O (stereo not given)	103	105	120	96	106	101	102	95
54	ClCC(Cl)[C@@H]1CC2C=CC1C2 (stereo not given in full)	106	102	112	98	99	108	99	105
55	C=C(C)[C@@H]1CC=C2c3sc(N)nc3C[C@@H](C)[C@]2(C)C1	105	102	105	99	93	110	95	98
56	CN1C(=O)/C(=C/c2cccs2)c2ccccc21	99	117	106	94	61	94	87	100
57	CC(=O)OCc1cc(Cl)ccc1OC(C)=O	104	101	87	100	100	98	105	91
58	Cc1ccc(-c2nc(C#N)c(S(=O)(=O)n3nc(C)cc3N)o2)cc1	94	-63*	98	56	55	103	90	95
59	CCN(CC)c1ccc(/C=N\NC(=O)C(=O)N/N=C\c2ccc(N(CC)CC)cc2)cc1	56	112	121	93	102	110	110	109
60	O=C(O)c1ccc(Oc2ccc(C(=O)O)cc2)cc1	107	128	129	/	107	/	117	97
61	Cc1cc2c(C(C)C)c(O)c(O)c(C(=O)C(=O)NC(C)(C)C)c2c(O)c1-c1c(C)cc2c(C(C)C)c(O)c(O)c(C(=O)C(=O)NC(C)(C)C)c2c1O	101	100	/	71	91	87	90	90
62	Cc1ccc(O)c(NC(=O)Cc2ccc(Nc3ccnc(C(F)(F)F)c3)cc2)c1	134	78	97	76	30	103	58	103
63	Cc1c(OCC(F)(F)F)ccnc1CNc1ccc(C2=CC(c3ccc(O)cc3)N=C(N)N2)cc1 (stereo not given)	108	106	98	91	72	107	85	87
64	O=C(O)CN1CCCCC1	119	130	123	102	97	/	114	96
65	CCN(CC)CCC(CN=C(N)N)c1ccc(Cl)c(Cl)c1 (stereo not given)	106	120	82	95	/	89	101	83
66	O=c1oc2c(Cl)cc(Cl)cc2cc1-c1cs/c(=N/N=C\c2ccc(Cl)cc2)n1/N=C/c1ccc(Cl)cc1	114	97	91	102	96	104	103	96
67	Nc1nc(-c2ccccc2)[nH]c(=O)n1	106	95	/	97	95	111	102	98
68	O=C(CSc1nc(-c2ccc(F)cc2)nc2c1Cc1ccccc1O2)Nc1ccc(C(=O)O)cc1	112	95	124	91	95	103	98	105
69	CN(C)c1ccc(SC#N)cc1	114	105	108	97	106	99	103	/
70	N#CCC(=O)c1ccccc1C(=O)O	111	102	102	99	107	108	/	97
71	O=C1CCC(c2nc3ccccc3c(=O)[nH]2)N1 (stereo not given)	104	99	102	94	100	115	105	109
72	ON=C1CCCC1	125	104	102	96	102	111	102	104
73	CN(C)NC(=O)C(c1ccccc1)c1ccccc1	108	98	96	93	106	98	101	/
74	COc1ccc(OC)c(/C=C/C(=O)c2cc(C(=O)/C=C/c3cc(OC)ccc3OC)n3cccc(C)c23)c1	107	108	106	77	94	96	101	117
75	CC(=O)n1cc(/C=C2\N=C(c3ccc(Cl)cc3)N(c3ccc(S(=O)(=O)Nc4ccccn4)cc3)C2=O)c2ccccc21	96	112	101	93	76	80	87	103
76	Cc1ccc(Cc2sc3nc(=O)c4cn(C)nc4n3c2C)cc1	119	114	113	101	79	98	107	107

An excerpt from above in order of SMILES length, descending:
entry	compound	SK-MEL-28	MALME-3M	SK-MEL-2	LOX IMVI	T-47D	HS 578T	SK-MEL-5	UACC-257
75	CC(=O)n1cc(/C=C2\N=C(c3ccc(Cl)cc3)N(c3ccc(S(=O)(=O)Nc4ccccn4)cc3)C2=O)c2ccccc21	96	112	101	93	76	80	87	103
62	Cc1ccc(O)c(NC(=O)Cc2ccc(Nc3ccnc(C(F)(F)F)c3)cc2)c1	134	78	97	76	30	103	58	103
60	O=C(O)c1ccc(Oc2ccc(C(=O)O)cc2)cc1	107	128	129	/	107	/	117	97
